# PMI inhibitors: inhibitors of human PMI, primary screen, biochemical, fluorescence intensity, coupled assay (AID 1209); purified PMI enzyme, coupled fluorescence intensity; higher % means a stronger effect; inhibition, % at 20 µM, or IC50 in µM where a hit was titrated; actives 0.42% (n = 190,000);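 also: plate controls were DMSO vehicle for no effect and wells lacking substrate for full effect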
# SV40 large T antigen: TAg ATPase/helicase activity blockers – biochemical (AID 1903); actives 0.39% (n = 310,000); SV40 large T antigen ATPase/helicase inhibition assay; higher % means a stronger effect; inhibition, % at 20 µM, or IC50 in µM where a hit was titrated; in the data active = a potency from the dose series; also: strong numbers were not always called active
# TNAP activators: human TNAP enzyme activators, primary screen, biochemical, luminescent, no phosphate acceptor, uHTS (AID 1001); purified TNAP, luminescent activation assay, no phosphate acceptor; higher activation fold means a stronger effect; one-dose activation fold at 20 µM; EC50 in µM for titrated hits; actives 0.03% (n = 200,000); in the data active = activation fold from about 3, or a potency from the dose series; inactive = the rest, 99 in 100 with activation fold below about 1.6; also: many of its hits are not listed in these tables
# RSV antiviral HEp-2: RSV antiviral activity via CPE protection, HEp-2 cells, primary 10 µM value included (AID 2391) | HEp-2 cells, RSV-induced CPE inhibition; higher % means a stronger effect | CPE inhibition, % at 10 µM, or IC50 in µM where a hit was titrated | actives 0.13% (n = 310,000); in the data active = a potency from the dose series; also: strong numbers were not always called active
# CSM14.1 death rescue: rescue of cells from ER stress-induced death, primary screen, 384-well, CSM14.1, thapsigargin, ATP luminescence (AID 1222); one-dose cellular ATP content (survival), % at 20 µM; EC50 in µM for titrated hits; CSM14.1 thapsigargin-induced death rescue, ATP luminescence; higher % means a stronger effect; 190,000 tested, under 10 active;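 active = EC50 below 50 µM in the dose-response confirmation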;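 also: death triggered by thapsigargin at about 15 µM added after 2 h compound pretreatment; cell ATP read after overnight thapsigargin exposure of roughly 18 to 22 hours; normalized against plate controls of thapsigargin alone and 5% DMSO vehicle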
# PhoP inhibition: PhoP-dependent GFP reporter repression – Salmonella Typhimurium, primary screen (AID 1863); S. Typhimurium PhoP-regulated promoter GFP reporter, 4 h; higher % means a stronger effect; inhibition, % at 50 µM, or IC50 in µM where a hit was titrated; actives 0.16% (n = 300,000);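 active = inhibition over 29.93%, a cutoff 3 SD above the screen mean, later confirmed by dose response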;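 also: 0% = low Mg2+ inducing control and 100% = high Mg2+ repressing control; strong numbers were not always called active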
# West Nile antiviral: inhibition of WNV-induced cytopathic effect – cell-based, CPE readout (AID 1621); West Nile virus-infected cells, CPE inhibition; higher % means a stronger effect; one-dose CPE inhibition, % at 10 µM; IC50 in µM for titrated hits; actives 0.02% (n = 290,000); in the data active = a potency from the dose series; also: strong numbers were not always called active
# human PMI inhibitors: human PMI inhibitors, high substrate, primary screen, biochemical, fluorescence intensity, high mannose 6-phosphate (AID 1220); recombinant PMI enzyme, coupled fluorescence intensity; higher % means a stronger effect; inhibition, % at 20 µM, or IC50 in µM where a hit was titrated; actives 0.66% (n = 190,000)
# Insulin prom up: MIN6 insulin promoter up-regulation; MIN6 insulin promoter-GFP reporter, high-content imaging; stronger effect = higher value; z-score at 5 µM; actives 0.3% (n = 190,000);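 active = z-score above 3 at 5 µM with at least 500 cells counted in the well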
# Insulin prom up cell count: recorded beside Insulin prom up, whose call it bears; cell count; measured here: cytotoxicity, nuclei count;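 total cells summed across four imaged fields per well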
# * = called active by the depositor; . = no result given. Rule as the data show it, unless noted: active = inhibition above about 50%; inactive = the rest.
SMILES,PMI inhibitors,SV40 large T antigen,TNAP activators,RSV antiviral HEp-2,CSM14.1 death rescue,PhoP inhibition,West Nile antiviral,human PMI inhibitors,Insulin prom up,Insulin prom up cell count
C=CCNCCCCOc1ccccc1,2%,11%,1.1,0.2%,-4.4%,0%,-0.6%,3%,.,.
COc1ccc(C(=O)Nc2nccs2)cc1OC,2%,8%,1.1,1.0%,-4.4%,4%,.,3%,0.03,1273
CN(C)CC/C=C1\c2ccccc2COc2ccccc21,-10%,5%,1.1,-0.5%,-3.2%,2%,-0.2%,-18%,.,.
CCC(OC(=O)c1cc2sccc2n1C)C(=O)NCC1CCCO1 (stereo not given),-2%,3%,1.1,0.1%,-1.4%,-2%,-0.2%,0%,-1.1,953
O=C(CCC(=O)NNC(=O)COc1ccccc1)NCc1ccccc1,6%,-6%,1.1,0.1%,-1.4%,6%,0.3%,4%,-0.17,1675
C(=C\c1ccccc1)/C=N/Nc1nc(N2CCCCC2)nc(N2CCCCC2)n1,-6%,2%,1,0.6%,0.6%,3%,0.3%,-4%,-0.02,1601
CN(C(=O)COc1ccccc1)c1nnc(C23CC4CC(CC(C4)C2)C3)s1,1%,4%,1.1,0.3%,-1.7%,-4%,0.1%,6%,1.5,989
O=C(CN(Cc1ccccc1F)C(=O)c1csnn1)NC1CCCCC1,.,4%,.,3.3%,.,-5%,-0.7%,.,.,.
O=C(NCC(=O)N(c1ccc(F)cc1)C(C(=O)NC1CCCC1)c1cccnc1)c1cccs1 (stereo not given),-2%,0%,1.1,-1.1%,-1.0%,7%,-0.8%,13%,-0.16,1481
O=C(c1ccccc1)c1ccc(C(=O)N2CCOCC2)cc1,-7%,-2%,1.1,-0.4%,-1.7%,-2%,-0.2%,-4%,-0.23,1236
COc1cc2c3c(c1OC)C1(C=CC(=O)C=C1)CC3N(C(=O)c1ccccc1)CC2 (stereo not given),20%,-4%,1,1.6%,7.4%,-1%,-0.5%,15%,-0.49,1627
CC1CCN(C(=O)CSc2nnc(-c3cccs3)o2)CC1,.,4%,.,2.7%,.,3%,0.1%,.,.,.
COc1ccccc1N(CC(=O)NCCSCc1ccccc1)S(=O)(=O)c1ccc(C)cc1,.,4%,.,0.6%,.,7%,-0.9%,.,.,.
COc1cc(C)nc(NS(=O)(=O)c2ccc(C)cc2)n1,20%,2%,1.1,0.0%,.,-3%,0.1%,12%,0.99,1133
CN(Cc1ccccc1)S(=O)(=O)c1cccs1,9%,3%,1.2,1.2%,0.4%,-11%,1.4%,1%,.,.

# Complete entries, quoted from the list. Order of screens: PMI inhibitors | SV40 large T antigen | TNAP activators | RSV antiviral HEp-2 | CSM14.1 death rescue | PhoP inhibition | West Nile antiviral | human PMI inhibitors | Insulin prom up | Insulin prom up cell count
# Profile of `CN(C(=O)COc1ccccc1)c1nnc(C23CC4CC(CC(C4)C2)C3)s1` : 1% | 4% | 1.1 | 0.3% | -1.7% | -4% | 0.1% | 6% | 1.5 | 989
# Profile of `CN(C)CC/C=C1\c2ccccc2COc2ccccc21` : -10% | 5% | 1.1 | -0.5% | -3.2% | 2% | -0.2% | -18% | . | .

# Other entries follow.
SMILES,PMI inhibitors,SV40 large T antigen,TNAP activators,RSV antiviral HEp-2,CSM14.1 death rescue,PhoP inhibition,West Nile antiviral,human PMI inhibitors,Insulin prom up,Insulin prom up cell count
O=C(NCc1ccccc1C(F)(F)F)C1CCC(=O)N(CCCc2ccccc2)C1 (stereo not given),.,1%,.,-0.5%,.,-4%,-0.8%,.,.,.
CC(=O)NC(Cc1cccc(C)c1)C(=O)NC1CCN(C(=O)c2ccc([N+](=O)[O-])cc2)CC1 (stereo not given),3%,12%,1.2,0.1%,-2.8%,-5%,-0.3%,-6%,-0.02,1521
CCN1CCN(c2nc(Nc3ccccc3F)nc(N)c2[N+](=O)[O-])CC1,.,7%,.,-1.4%,.,-8%,-0.2%,.,-0.66,1070
Cc1cc(Cl)cc(Br)c1OCCNCC(C)O (stereo not given),10%,5%,1.1,-2.0%,-0.9%,17%,0.5%,7%,-0.14,1198
Cc1nn(-c2ccc(Cl)c(Cl)c2)c(C)c1C(=O)O,-1%,10%,1.1,-1.2%,0.3%,0%,0.9%,-2%,0.26,1303
COc1cccc(-c2nn(-c3ccccc3)cc2C(=O)NCC(=O)O)c1,17%,13%,1.1,0.1%,-1.4%,-13%,0.0%,10%,0.22,1747
O=C(Nc1c2c(nn1-c1cccc(Cl)c1)CS(=O)C2)c1ccc2c(c1)OCO2 (stereo not given),.,11%,.,1.1%,.,5%,0.0%,.,.,.
O=C(CN(C(=O)c1csnn1)c1ccc(Cl)cc1)NCCc1ccccc1,.,6%,.,0.8%,.,10%,-0.7%,.,.,.
Cc1cccc(-n2c(O)c(C=Nc3ccccc3N)c(=O)[nH]c2=O)c1,21%,35%,1.5,2.7%,-1.4%,2%,0.0%,21%,0.07,1180
CCN1CCCC1CNC(=O)c1cc(OC)c(OC)c(OC)c1 (stereo not given),8%,1%,1,1.5%,1.0%,8%,0.1%,8%,.,.
COc1ccc(Cl)cc1NC(=O)Nc1cccc([N+](=O)[O-])c1C,17%,3%,1.1,10%,-0.4%,4%,-0.1%,16%,-0.4,1343
c1ccc(-n2cc(CNCCc3cscn3)c(-c3ccc4c(c3)OCO4)n2)cc1,2%,14%,1.1,-0.7%,-2.7%,-4%,-1.2%,-2%,.,.
O=C(C1CCCO1)N1CCN(c2ccc(F)cc2)CC1 (stereo not given),10%,2%,1.1,0.8%,-1.4%,-5%,-0.3%,10%,.,.
C#CCOC(=O)C[N+](C)(C)CC#Cc1ccccc1,-20%,16%,1.1,-0.1%,0.6%,2%,0.0%,1%,-0.44,1252
Cc1ccc(C(C(=O)NCc2ccc(F)cc2)N(C(=O)c2csnn2)C2CC2)cc1 (stereo not given),.,3%,.,0.4%,.,9%,-0.4%,.,.,.
CCOC(=O)c1c(C)[nH]c(C(=O)Cn2c(=O)oc3ccccc32)c1C,1%,13%,1.1,0.3%,.,-7%,1.4%,-1%,-0.44,1405
CCNC(=S)NNC(=O)Nc1ccccc1,-14%,4%,1.1,-0.1%,4.3%,3%,0.8%,-12%,-0.72,956
COc1ccc(OC)c([N+](=O)[O-])c1C(N)=O,3%,8%,1.1,5.2%,0.2%,0%,1.7%,47%,-0.71,1720
O=C(Cc1cn(Cc2cccc(Cl)c2)c2ccccc12)N1CCCC1,25%,-3%,1,2.4%,-0.5%,15%,-2.4%,15%,0.63,1396
Cc1ccc(C(O)c2nc3ccccc3n2C)cc1 (stereo not given),.,23%,.,1.0%,.,-6%,-1.1%,.,.,.
Cc1ccnc(OC(C(=O)O)C(OCc2ccccc2)(c2ccc(F)cc2)c2ccc(F)cc2)n1 (stereo not given),.,4%,.,1.7%,.,9%,0.0%,.,.,.
COc1ccccc1C(=O)NCc1ccc2c(c1)OCO2,-7%,17%,1.1,-0.4%,1.2%,9%,-0.3%,0%,2.1,1234
O=C1OCC2=C1C(c1ccc(F)cc1)Sc1ccccc1N2 (stereo not given),-2%,2%,1,2.2%,-0.8%,24%,-0.6%,-3%,-0.08,849
Cc1ccccc1NC(=O)c1ccccc1NC(=O)CCC(=O)O,1%,15%,1,1.1%,-0.9%,-12%,0.9%,0%,0.53,1272
O=C(CC(c1ccccc1)c1cc(Br)ccc1O)NCc1ccco1 (stereo not given),18%,4%,1.1,5.8%,-2.6%,-4%,1.0%,12%,-0.87,1331
O=C(O)CCC(=O)N1CCN(Cc2ccc3c(c2)OCO3)CC1,.,7%,.,0.7%,.,2%,0.0%,.,.,.
Cc1c(Cc2ccccc2)sc(NC(=O)c2ccco2)c1C(N)=O,10%,22%,1.1,-1.7%,-0.8%,1%,-0.4%,8%,.,.
O=C(C1CCCN1S(=O)(=O)c1cccc2cccnc12)N1CCc2ccccc21 (stereo not given),15%,5%,1.1,2.8%,-0.3%,2%,-0.2%,6%,0,834
O=C1CCCC(O)=C1C(C#Cc1ccccc1)C1=C(O)CCCC1=O,11%,23%,1,-0.2%,0.0%,-6%,-0.3%,16%,-0.04,1759
CCOCCCNS(=O)(=O)c1ccc(OC)c(Cl)c1Cl,-7%,4%,1.1,0.4%,-1.5%,3%,-0.4%,-10%,.,.

# Some of these compounds in order of the RSV antiviral HEp-2 value, descending.
Molecule	PMI inhibitors	SV40 large T antigen	TNAP activators	RSV antiviral HEp-2	PhoP inhibition	West Nile antiviral	human PMI inhibitors
O=C(CC(c1ccccc1)c1cc(Br)ccc1O)NCc1ccco1 (stereo not given)	18%	4%	1.1	5.8%	-4%	1.0%	12%
Cc1ccccc1NC(=O)c1ccccc1NC(=O)CCC(=O)O	1%	15%	1	1.1%	-12%	0.9%	0%
O=C(O)CCC(=O)N1CCN(Cc2ccc3c(c2)OCO3)CC1	.	7%	.	0.7%	2%	0.0%	.
O=C1CCCC(O)=C1C(C#Cc1ccccc1)C1=C(O)CCCC1=O	11%	23%	1	-0.2%	-6%	-0.3%	16%
COc1ccccc1C(=O)NCc1ccc2c(c1)OCO2	-7%	17%	1.1	-0.4%	9%	-0.3%	0%

# Further structures
SMILES,PMI inhibitors,SV40 large T antigen,TNAP activators,RSV antiviral HEp-2,CSM14.1 death rescue,PhoP inhibition,West Nile antiviral,human PMI inhibitors,Insulin prom up,Insulin prom up cell count
NC(=O)Cn1nnc(-c2ccc(NC(=O)c3ccc(F)cc3)cc2)n1,-3%,3%,1.1,0.1%,-0.1%,2%,0.8%,1%,-0.27,1276
O=C(COC(=O)c1ccccc1Nc1ccccc1)c1ccccc1,4%,-1%,0.9,8.6%,-0.4%,10%,0.9%,11%,-0.69,1302
C=CCn1ccc(=NC=C(C#N)C#N)c2ccccc21,.,4%,.,5.1%,.,-7%,0.5%,.,0.38,1032
COC(=O)[C@H](CC(C)C)NC(=O)CCc1nnc(COc2ccccc2)o1,-2%,-6%,1,2.0%,0.7%,0%,-0.2%,-6%,2,1325
Cc1[nH]c(=O)[nH]c(=O)c1S(=O)(=O)Nc1ccc(Br)cc1F,.,1%,.,1.1%,.,10%,-0.3%,.,.,.
CC(C)Cc1ccc(S(=O)(=O)Nc2ccccn2)cc1,.,29%,.,4.1%,.,-2%,1.2%,.,1.4,986
O=C(CCCc1ccccc1)N1CCc2ccccc21,13%,8%,1.1,4.3%,-0.9%,4%,-0.4%,5%,1.2,778
CCOc1ccc(NC(=O)C2CCN(S(=O)(=O)c3cccnc3)CC2)cc1,3%,2%,1.2,-1.0%,-0.9%,-8%,-0.4%,2%,-0.08,877
NC(=O)COC(=O)c1cccc(NS(=O)(=O)/C=C/c2ccccc2)c1,1%,2%,1.1,2.3%,0.4%,-1%,0.2%,5%,0.33,1499
COc1ccc(C(=O)Nn2c(C3CCC3)nc3ccccc3c2=O)c(OC)c1,13%,-3%,1.1,0.3%,-1.1%,-13%,-0.4%,15%,.,.
CCc1ccc(OCC(=O)Nc2ccc(N3CCN(C(=O)c4ccccc4)CC3)cc2)cc1,.,4%,.,-0.1%,.,-6%,-1.1%,.,.,.
CCC(=O)Nc1cccc(-c2nnc(SCC(=O)c3ccccc3)n2C)c1,-8%,15%,1,0.9%,-1.6%,-15%,0.3%,-5%,0.34,1159
O=C(COc1ccc(Cl)cc1Cl)NC1CCSC1=O (stereo not given),10%,9%,0.9,0.0%,-4.5%,13%,0.1%,3%,0.25,1439
CC1CCCC(C)N1C(=O)Cn1nnc(-c2ccc([N+](=O)[O-])cc2)n1 (stereo not given),.,1%,.,2.8%,.,5%,-1.0%,.,.,.
O=C(CSc1n[nH]c(-c2ccccn2)n1)Nc1ccccc1F,.,12%,.,0.4%,.,-2%,0.4%,.,.,.

# Screening data (PubChem)

# Outcome played no part in choosing rows (roughly 1.5% active in at least one column).
